MRP1 act: MRP-1 activation. 140,000 compounds, 0.61% hits. AID 799. viability increase, % at 10 µM. H69AR cells + doxorubicin, viability rescue, CellTiter-Glo;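 active = viability gain under doxorubicin at or above a set limit, the compound median plus 3 SD, cut at about 4.7% in these data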;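 also: MRP-1 overexpressing cells given doxorubicin 25 µM after compound pretreatment; 18-22 h compound pretreatment then 72 h with doxorubicin before readout; 0% = doxorubicin-only wells and 100% = vehicle-treated cells without doxorubicin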
Yeast lifespan up: extends the lifespan of yeast; 130,000 compounds, 0.68% hits; S. cerevisiae growth with nicotinamide, OD615; deaD strain in restrictive glucose medium; AID 775; inhibition of the nicotinamide effect, % at 10 µM;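 active = inhibition above a set limit, placed 3 SD over the median of all compounds, cut at about 26% in these data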;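 also: 0% = nicotinamide-treated wells and 100% = cells grown without nicotinamide; some compounds called inactive have numbers as strong as hits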
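Test system – modified budding yeast, DeaD strain · Compound – single dose 10 µM compound, 0.25% DMSO · Times – culture preincubation 4 h, compound exposure 48 h, both 30 °C · Detection – optical density (absorbance) at 615 nm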
HCT116 bCat-KO: beta-catenin-lacking colon tumor cell growth suppression; HCT116 beta-catenin knockout viability, CellTiter-Glo, 60 h; hits give low values; viability, % at 10 µM; 140,000 compounds, 1.5% hits;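 active = viability at or under a set limit, the compound median less 4 SD, cut at about 6% in these data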;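 also: 0% = Hyamine 1622 control at 20 µM and 100% = untreated cell control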
Measles CPE: protection of cells from measles virus; 140,000 compounds, 1.5% hits; AID 841; Measles virus-infected cells, CPE protection, absorbance; protection (pct of control), % at 4 µM; in the data active = protection mostly above about 24%, no sharp cut-off; inactive = mostly below about 26%; also: some compounds called inactive have numbers as strong as hits
PTEN del growth: growth suppressors of cells with PTEN tumor suppressor deletion; HCT116 PTEN-null viability, CellTiter-Glo, 60 h; hits give low values; AID 827; 140,000 compounds, 1.2% hits; viability, % at 10 µM;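 active = viability at or below a set limit, 4 SD under the median of all tested compounds, cut at about 3.7% in these data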;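 also: PTEN knockout HCT116 line with beta catenin targeted HCT116 as companion control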
BB579 growth dn: yeast BB579 growth reduction in restrictive medium; inhibition, % at 10 µM; S. cerevisiae BB579 growth, OD615, 48 h; 140,000 compounds, 0.51% hits;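 active = inhibition above a set limit, 3 SD over the mean compound inhibition, cut at about 44% in these data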; also: inactives centre near -24
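Detection: OD615 turbidity measurement; Material: Saccharomyces cerevisiae DeaD strain BB579, replicative lifespan model yeast; Timing: 48 h exposure, 30 °C; Doses: single 10 µM dose; Medium: CSMM-D restrictive synthetic medium containing dextrose (glucose); Controls: amphotericin B at 10 µg/mL as positive control.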
GALR2 antag: GALR2 (human) receptor antagonism; O43603; GALR2-expressing cells, antagonist mode; inhibition, % at 4 µM; 140,000 compounds, 0.39% hits; AID 828; in the data active = inhibition above about 27%;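 also: cells stimulated with galanin 1-16 at roughly its EC80; 0% = agonist challenge control and 100% = basal control without agonist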
Target sequence (O43603 whole entry, looked up): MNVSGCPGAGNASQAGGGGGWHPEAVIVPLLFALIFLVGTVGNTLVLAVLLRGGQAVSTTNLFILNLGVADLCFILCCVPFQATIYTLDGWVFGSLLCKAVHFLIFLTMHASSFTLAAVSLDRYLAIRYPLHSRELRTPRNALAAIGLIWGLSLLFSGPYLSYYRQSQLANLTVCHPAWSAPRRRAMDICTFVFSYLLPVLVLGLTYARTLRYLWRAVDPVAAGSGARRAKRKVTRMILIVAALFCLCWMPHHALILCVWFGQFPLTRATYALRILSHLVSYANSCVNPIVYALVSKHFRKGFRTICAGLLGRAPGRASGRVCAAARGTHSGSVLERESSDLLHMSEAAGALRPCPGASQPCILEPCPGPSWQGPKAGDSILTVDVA
NPY Y2 blocker: antagonists of human neuropeptide Y receptor Y2. 140,000 compounds, 0.99% hits. AID 793. inhibition, % at 2.7 µM. NPY-Y2 expressing cells, antagonist mode; in the data active = inhibition above about 17%;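 also: 0% = vehicle with agonist challenge and 100% = reference antagonist with challenge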
Target sequence (P49146 whole entry, looked up): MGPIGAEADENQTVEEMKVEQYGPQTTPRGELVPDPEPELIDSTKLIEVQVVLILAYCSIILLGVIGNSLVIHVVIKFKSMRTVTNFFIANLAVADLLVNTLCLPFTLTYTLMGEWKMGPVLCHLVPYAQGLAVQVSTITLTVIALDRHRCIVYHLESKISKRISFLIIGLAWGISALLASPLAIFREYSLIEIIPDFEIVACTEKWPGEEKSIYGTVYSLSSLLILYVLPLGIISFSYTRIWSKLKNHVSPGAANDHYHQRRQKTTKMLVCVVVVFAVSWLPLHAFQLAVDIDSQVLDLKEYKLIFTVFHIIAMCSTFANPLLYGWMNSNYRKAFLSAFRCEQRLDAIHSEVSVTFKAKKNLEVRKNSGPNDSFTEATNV
Phagocyt inh: macrophage phagocytosis inhibition. AID 1029. 110,000 compounds, 0.07% hits. J774A.1 macrophage IgG-bead phagocytosis, imaging. inhibition, % at 5 µM;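 active = inhibition above the mean of the plate negative controls plus 5 SD, cut at about 13% in these data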;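 also: phagocytic index as fraction of beads internalized from green versus red external bead signal; plate controls were DMSO negative control for no effect and cytochalasin-D positive control for full effect; some results beyond the cut were filed as inactive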
E-sel TNF inh: blocks E-selectin expression induced by TNF alpha | HUVEC TNFa-induced E-selectin immunofluorescence, high content | inhibition, % at 2 µM | 120,000 compounds, 0.71% hits;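 active = inhibition above the batch mean plus 3 SD, and confirmed as a hit on visual image review, cut at about 43% in these data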;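 also: 0% = TNF-stimulated DMSO wells and 100% = unstimulated control wells; not every result past the cut was called active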
* = called active by the depositor; . = not tested or not shown.

SMILES | MRP1 act | Yeast lifespan up | HCT116 bCat-KO | Measles CPE | PTEN del growth | BB579 growth dn | GALR2 antag | NPY Y2 blocker | Phagocyt inh | E-sel TNF inh
CCOc1ccc(NC(=O)CN2CCN(CC(=O)Nc3ccc(OC)cc3)CC2)cc1 | -1.7 | . | 85 | 9 | 100 | -28 | -13 | 1 | . | -4
CCOC(=O)c1c(NC(=O)Cn2nnc(-c3ccccc3Cl)n2)sc(C)c1C | -3.1 | -2 | 95 | 17 | 96 | -10 | 6 | 5 | -4 | -10
O=C(COC(=O)CCCNC(=O)c1ccc(Cl)cc1)Nc1cc(Cl)c(Cl)cc1Cl | -1.2 | 4 | 97 | 12 | 109 | -29 | -5 | 1 | -10 | 27
Cc1cc2cc(CN(Cc3cccs3)C(=S)NCc3ccco3)c(=O)[nH]c2cc1C | -3.9 | -1 | 92 | 37 | 87 | -1 | 6 | 3 | -11 | 11
O=C(O)Cc1ccc2sc(-c3ccccc3)nc2c1 | -1.9 | -9 | 78 | 15 | 91 | 49* | -8 | 5 | -2 | 3
Cc1cc(C(=O)Nc2nnc(C3CCCCC3)s2)cs1 | -0.2 | -10 | 105 | 5 | 91 | -20 | 1 | 3 | -5 | -25
Cc1cc(SC#N)cc(C)c1NC(=O)CCl | -6.6 | 7 | 47 | 25 | 20 | -37 | 8 | 4 | 3 | .
Clc1ccc(-n2ncc3c(NCC4CCCO4)ncnc32)cc1 (configuration not stated) | -1.8 | -10 | 50 | 17 | 50 | -10 | 5 | 2 | -1 | 7
Cn1c(=O)c2c(SCC(=O)Nc3ccc4c(c3)OCCO4)nc(CC(C)(C)C)nc2n(C)c1=O | 1.1 | -7 | 60 | 3 | 53 | -34 | -9 | 3 | 0 | 23
Cc1cc(Br)ccc1NC(=O)CN1C(=O)CCC1=O | 0.2 | -6 | 98 | 3 | 109 | -18 | 6 | 3 | 0 | 3
CC(=O)N/C(=C\c1ccccc1Cl)C(=O)O | -1.2 | . | 88 | 12 | 103 | -31 | -11 | 3 | . | 23
CCOC(=O)c1cc2sc(C)cc2n1CC(=O)N(CC)CC | -1.5 | -15 | 85 | 18 | 80 | -5 | 4 | 2 | . | 9
Cc1ccc(CCNC(=O)CN(C)S(=O)(=O)c2cnc[nH]2)cc1 | 2.2 | -1 | 99 | 20 | 96 | -16 | 2 | 1 | -6 | .
Cc1onc(-c2c(Cl)cccc2Cl)c1C(=O)NCCN1CCOCC1 | -0.6 | -2 | 87 | 11 | 93 | -24 | 0 | 1 | 0 | 21
COc1cc(C(=S)NC2CCCCC2)ccc1O | -2.7 | -6 | 84 | 21 | 95 | -16 | 7 | 2 | . | 3
CC(=O)c1cc2c(cc1NC(=O)CCC1CCCC1)OCO2 | -0.9 | -7 | 90 | 11 | 93 | 1 | -7 | 6 | 6 | .
Cc1nc2sc(C)c(C)c2c(=O)o1 | -2.0 | -6 | 101 | 5 | 101 | -32 | 7 | 3 | 1 | -39
COc1cccc2cc(-c3nnc(SCC(=O)NCc4ccccc4)n3C)oc12 | -1.6 | -2 | 81 | 7 | 84 | -27 | 15 | 2 | 0 | 4
O=C1c2[nH]nc(-c3ccccc3O)c2C(c2cccc(O)c2)N1Cc1ccco1 (configuration not stated) | -4.4 | -14 | 93 | 9 | 74 | -51 | -9 | 4 | 1 | -9
CC1(C)Cc2c(C#N)c(N3CCOCC3)nc(Cc3ccccc3)c2CO1 | -1.9 | -25 | 71 | 3 | 60 | 13 | -8 | 7 | 0 | 3
COc1ccc(CCN(C)CCC(=O)Nc2ccc(C)cc2)cc1OC | -1.1 | 1 | 100 | 12 | 104 | -31 | 0 | 1 | -3 | -14
Cc1noc(/C=C/N(C)C)c1S(=O)(=O)N1CCCC(C(=O)NCc2ccc(F)cc2)C1 (configuration not stated) | 12* | -12 | 92 | 0 | 89 | -4 | 4 | -3 | . | 16
COc1cccc(NC(=O)c2ccccc2-c2nc(-c3cccc(C)c3)no2)c1 | -1.5 | -6 | 70 | 7 | 64 | -64 | -4 | 23* | -1 | .
Cc1ccc(NC(=O)C(C)N2CCOCC2)c(C(=O)c2ccccc2)c1 (configuration not stated) | -4.8 | -17 | 90 | 7 | 93 | -1 | -2 | 2 | 0 | 26
CCCCn1c(NC(C)=O)c(C#N)c2nc3ccccc3nc21 | -3.6 | -17 | 102 | 2 | 93 | -22 | 1 | 1 | 2 | -39

11 entries from above, arranged by count of non-hydrogen atoms, largest number first.
SMILES | MRP1 act | Yeast lifespan up | HCT116 bCat-KO | Measles CPE | PTEN del growth | BB579 growth dn | GALR2 antag | NPY Y2 blocker | Phagocyt inh | E-sel TNF inh
Cn1c(=O)c2c(SCC(=O)Nc3ccc4c(c3)OCCO4)nc(CC(C)(C)C)nc2n(C)c1=O | 1.1 | -7 | 60 | 3 | 53 | -34 | -9 | 3 | 0 | 23
CCOc1ccc(NC(=O)CN2CCN(CC(=O)Nc3ccc(OC)cc3)CC2)cc1 | -1.7 | . | 85 | 9 | 100 | -28 | -13 | 1 | . | -4
Cc1cc2cc(CN(Cc3cccs3)C(=S)NCc3ccco3)c(=O)[nH]c2cc1C | -3.9 | -1 | 92 | 37 | 87 | -1 | 6 | 3 | -11 | 11
O=C(COC(=O)CCCNC(=O)c1ccc(Cl)cc1)Nc1cc(Cl)c(Cl)cc1Cl | -1.2 | 4 | 97 | 12 | 109 | -29 | -5 | 1 | -10 | 27
CCOC(=O)c1c(NC(=O)Cn2nnc(-c3ccccc3Cl)n2)sc(C)c1C | -3.1 | -2 | 95 | 17 | 96 | -10 | 6 | 5 | -4 | -10
COc1ccc(CCN(C)CCC(=O)Nc2ccc(C)cc2)cc1OC | -1.1 | 1 | 100 | 12 | 104 | -31 | 0 | 1 | -3 | -14
Clc1ccc(-n2ncc3c(NCC4CCCO4)ncnc32)cc1 (configuration not stated) | -1.8 | -10 | 50 | 17 | 50 | -10 | 5 | 2 | -1 | 7
CC(=O)c1cc2c(cc1NC(=O)CCC1CCCC1)OCO2 | -0.9 | -7 | 90 | 11 | 93 | 1 | -7 | 6 | 6 | .
Cc1cc(Br)ccc1NC(=O)CN1C(=O)CCC1=O | 0.2 | -6 | 98 | 3 | 109 | -18 | 6 | 3 | 0 | 3
COc1cc(C(=S)NC2CCCCC2)ccc1O | -2.7 | -6 | 84 | 21 | 95 | -16 | 7 | 2 | . | 3
CC(=O)N/C(=C\c1ccccc1Cl)C(=O)O | -1.2 | . | 88 | 12 | 103 | -31 | -11 | 3 | . | 23

(cont.)
SMILES | MRP1 act | Yeast lifespan up | HCT116 bCat-KO | Measles CPE | PTEN del growth | BB579 growth dn | GALR2 antag | NPY Y2 blocker | Phagocyt inh | E-sel TNF inh
CCCCSc1nc(C)[nH]c1[N+](=O)[O-] | -0.6 | 5 | 110 | 14 | 106 | -80 | 2 | 2 | -1 | 26
CCOC(=O)c1c(C)nc2sc3c(=O)n(-c4ccc(C)cc4)cnc3c2c1-c1ccc(OC)cc1 | -2.9 | -16 | 86 | 28 | 87 | -23 | -4 | 0 | . | 12
O=C(NC1CCCCC1)/C(=N\O)c1ccccn1 | -0.5 | -6 | 102 | 10 | 96 | 4 | 7 | 0 | 0 | .
C#CC[N+]1(CC#Cc2ccccc2)CCOCC1 | -0.3 | -6 | 91 | 10 | 104 | -42 | -1 | 4 | -1 | -7
CC1CCCCN1CCNS(=O)(=O)c1ccc2c(c1)oc(=O)n2C (configuration not stated) | -1.2 | -13 | 89 | 25 | 102 | -11 | 5 | 2 | -1 | -6
CC(C)CCNC(=S)Nc1ccc([N+](=O)[O-])cc1 | -5.5 | -5 | 13 | 2 | 5 | 35 | 12 | 3 | -8 | .
CCC(C)C(NC(=O)C1CCC(C)CC1)C(=O)NC(CCSC)C(=O)OC (configuration not stated) | -0.7 | -6 | 92 | 23* | 98 | 0 | -1 | 4 | -1 | 11
Cc1cccc(Cc2cnc(NC(=O)CN3C(=O)/C(=C/c4ccccc4)SC3=S)s2)c1 | 5.6* | -7 | 97 | 12 | 88 | -64 | 4 | 1 | 0 | -7
CCc1c(-c2ccccc2)nc2nc(C)c(C)nn12 | -1.4 | -12 | 107 | 5 | 102 | 2 | 15 | 0 | . | 2
CCNC(=S)N/N=C/c1cccc(OCc2c(F)cccc2Cl)c1 | 4.1 | -5 | 61 | 3 | 62 | 2 | 6 | 5 | 8 | -8
CC(=O)c1ccc(OCCCC(=O)OCc2nnc(-c3ccc(Cl)cc3)o2)cc1 | -1.5 | -8 | 85 | 16 | 91 | -34 | -6 | 3 | -1 | .
Cc1sc2c(c1C)CN(C1CC(C)(C)NC(C)(C)C1)CN2C(=O)c1ccco1 | -0.4 | -19 | 93 | 4 | 94 | -38 | 0 | 1 | 1 | -9
O=C(N/N=C/c1ccccc1Cl)c1ccc(F)cc1 | 1.5 | -4 | 98 | 7 | 96 | -27 | 1 | 10 | . | -32
CC1CN=C(N(C(=O)Nc2ccccc2)c2ccc(F)cc2)S1 (configuration not stated) | -0.2 | -2 | 92 | 4 | 108 | -48 | -5 | 1 | 0 | .
CCCCP(=O)(CCCC)Cc1ccccc1O | -3.0 | -1 | 89 | 8 | 105 | -44 | 4 | 3 | 0 | -6
OCCN(Cc1ccccc1)Cc1cccc(C(F)(F)F)c1 | -1.6 | 2 | 90 | 12 | 93 | -48 | 0 | 3 | -1 | -20
Cc1ccc(C(=O)C2CCN(CC(=O)NC3CCCCC3)CC2)cc1 | -2.8 | -3 | 74 | 4 | 82 | -27 | -12 | 6 | . | -32
CCC(Sc1ccc2nnc(-c3ccc(F)cc3)n2n1)C(=O)OC (configuration not stated) | -3.2 | -18 | 91 | 20 | 94 | -29 | 8 | 1 | -1 | -32
Cc1[nH]n(-c2ccccc2)c(=O)c1C(C[N+](=O)[O-])c1ccc(Br)cc1 (configuration not stated) | -2.2 | 16 | 27 | 12 | 18 | -29 | -7 | 2 | 0 | -8
C(=N\n1cnnc1)/c1cn(-c2cccs2)nc1-c1ccccc1 | -0.7 | -5 | 96 | 0 | 102 | 1 | -6 | 6 | 0 | .
CCOC(=O)C1CCCN(CC(O)COc2ccccc2C(C)=O)C1 (configuration not stated) | -1.5 | -2 | 90 | 8 | 81 | -23 | -17 | 2 | 0 | -6
COc1ccc(Cl)cc1NC(=O)c1oc(C)nc1C | -0.6 | 37 | 93 | 6 | 85 | -33 | 4 | 3 | 1 | -26
C[C@H](NC(=O)Nc1cccc(C(F)(F)F)c1)C(=O)O | -4.4 | . | 101 | 14 | 95 | -4 | -2 | 1 | . | -6
CCOC(=O)N1CCN(C(=O)CSc2nnc(COc3ccccc3)o2)CC1 | -0.1 | -8 | 103 | 5 | 102 | -12 | 3 | 3 | 0 | .
O=C(NCc1ccccc1)C(c1ccccc1)N(Cc1ccc2c(c1)OCO2)C(=O)Cc1cccs1 (configuration not stated) | -1.7 | . | 48 | 8 | 45 | 0 | 12 | 6 | . | 22

Compound activity from PubChem BioAssay.
